# Source: PubChem
# TRPC4 act: activators of mouse TRPC4 channel. Q9QUQ5. HEK293 TRPC4beta/mu-opioid, Fluo4 calcium fluorescence; active compounds read high. B-score at 10 µM. 310,000 tested, 0.49% active. AID 2237;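 active means B-score above 5 SD of library B-scores, and initial fluorescence ratio not above library mean plus 5 SD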;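 further: positive B-score marks a calcium rise read as TRPC4 activation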
# Target sequence (Q9QUQ5 whole entry, looked up): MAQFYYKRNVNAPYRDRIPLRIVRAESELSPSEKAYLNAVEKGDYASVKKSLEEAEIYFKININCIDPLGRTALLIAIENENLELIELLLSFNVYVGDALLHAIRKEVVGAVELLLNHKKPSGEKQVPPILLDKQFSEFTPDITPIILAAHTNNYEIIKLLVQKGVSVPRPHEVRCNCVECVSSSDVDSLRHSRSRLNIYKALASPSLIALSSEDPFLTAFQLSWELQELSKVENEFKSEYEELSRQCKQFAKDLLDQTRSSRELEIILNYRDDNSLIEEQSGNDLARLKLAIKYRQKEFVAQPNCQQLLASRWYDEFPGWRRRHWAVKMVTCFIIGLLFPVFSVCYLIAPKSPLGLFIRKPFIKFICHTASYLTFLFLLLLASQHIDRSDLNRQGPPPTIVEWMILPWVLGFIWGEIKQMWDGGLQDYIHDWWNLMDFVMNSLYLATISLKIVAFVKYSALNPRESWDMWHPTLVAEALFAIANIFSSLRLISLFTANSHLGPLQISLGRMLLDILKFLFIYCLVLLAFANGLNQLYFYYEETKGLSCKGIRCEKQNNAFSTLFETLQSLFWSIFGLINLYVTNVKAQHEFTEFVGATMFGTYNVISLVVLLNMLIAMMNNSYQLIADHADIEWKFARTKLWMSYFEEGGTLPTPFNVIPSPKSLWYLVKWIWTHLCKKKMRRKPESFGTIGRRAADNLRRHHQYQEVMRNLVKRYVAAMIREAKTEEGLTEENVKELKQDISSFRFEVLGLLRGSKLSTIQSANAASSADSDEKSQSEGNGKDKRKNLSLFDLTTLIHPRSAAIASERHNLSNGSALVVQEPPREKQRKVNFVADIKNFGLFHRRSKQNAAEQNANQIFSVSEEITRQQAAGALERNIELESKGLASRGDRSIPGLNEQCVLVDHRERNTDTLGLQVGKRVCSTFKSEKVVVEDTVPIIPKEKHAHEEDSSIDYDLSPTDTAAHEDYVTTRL
#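 System: HEK293 cells stably co-expressing mouse TRPC4beta and mu-opioid receptor; Schedule: Fluo4 dye loading 45 min at room temperature, 110 s recording; Detection: Fluo4 fluorescence, kinetic; Evaluation: B-scored integrated calcium fluorescence ratio; Controls: buffer (low) and maximal DAMGO (high).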
# TRPC6 act: mouse TRPC6 channel activation; Q61143; HEK293-TRPC6 membrane potential dye fluorescence; active compounds read high; B-score at 10 µM; 310,000 tested, 0.13% active;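 active means B-score of the integrated fluorescence ratio above library mean plus 3 SD, and starting fluorescence ratio within library mean plus 5 SD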;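 further: higher score means more depolarization so channel activation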
# ANO1 block: blocks the mouse calcium-activated chloride channel TMEM16A. AID 588511. 310,000 tested, 1.2% active. Q8BHY3. HEK293 TMEM16A/YFP iodide influx fluorescence, ionomycin. normalized B-score (activity score, 25-100; higher = stronger inhibition) at 10 µM;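 active means ratio plate-corrected score three or more library SD toward inhibition, starting fluorescence score within five deviations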;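 further: score derived from kinetic fluorescence span divided by baseline fluorescence per well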
# ANO1 activ: mouse TMEM16A channel activation, primary screen; Q8BHY3; HEK293 TMEM16A/YFP-H148Q/I152L, iodide quench fluorescence; active compounds read low; B-score at 10 µM; 340,000 tested, 0.3% active; AID 623877;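 active means fluorescence-ratio B-score plate-corrected deviation score at least 3 library SD below zero, with starting fluorescence score within 5 deviations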;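 further: channel opened by trigger with iodide after compound preincubation; score built on the fluorescence ratio of max minus min over baseline; more negative score means more quench and so TMEM16A activation or potentiation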
# TRPC4 PAM: TRPC4 (mouse) allosteric potentiation; Q9QUQ5; HEK293 TRPC4beta/mu-opioid, DAMGO EC20, Fluo-4 Ca2+ flux; active compounds read high; B-score at 10 µM; 310,000 tested, 0.42% active; AID 2227;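 active means B-score of calcium response area above 5 SD of library B-scores, with initial fluorescence ratio within 5 SD of library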;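 further: B-score of integrated fluorescence ratio over time as area under calcium response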
# MrgX1 antag: antagonists of human MrgX1 receptor; Q96LB2; MRGX1-HEK293 calcium flux, Fluo-4, BAM8-22 antagonism; active compounds read low; B-score at 10 µM; 310,000 tested, 1.3% active; AID 588676;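 active means calcium-response B-score plate-corrected more than 3 library SD below zero, starting fluorescence within 5 deviations, no agonist response on first addition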;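 further: peak minus trough fluorescence over baseline after final BAM8-22 challenge near maximal dose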
# TRPC4 block: TRPC4 (mouse) channel inhibition; AID 2247; HEK293 TRPC4beta/mu-opioid, DAMGO-evoked Fluo4 calcium flux; active compounds read low; B-score at 10 µM; 300,000 tested, 0.39% active; Q9QUQ5;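 active means B-score over 3 SD under the library average, no early fluorescence shift, positive overall ratio signal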
#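 Assay system – HEK293 line stably carrying TRPC4beta and mu-opioid receptor · Doses – single dose · Detection – Fluo4 calcium-dye fluorescence, kinetic read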
# TRPC6 inh: inhibitors of mouse TRPC6 channel. Q61143. HEK293-TRPC6, membrane potential dye, ACh-evoked depolarization; active compounds read low. 310,000 tested, 1.1% active. AID 2553. B-score at 10 µM;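 active means B-score under library mean minus 3 SD, initial fluorescence not abnormally high, positive integrated signal ratio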;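 further: B-score derived from integrated fluorescence ratio over the kinetic read; more negative B-score means stronger inhibition of depolarization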
# MrgX1 ag: human MrgX1 receptor agonism, primary screen. MrgX1-HEK293 cells, Fluo-4 calcium fluorescence, agonist mode; active compounds read high. AID 588627. B-score at 10 µM. 310,000 tested, 0.44% active. Q96LB2;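 active means calcium response B-score plate-corrected fluorescence ratio at least 3 library SD, with starting fluorescence B-score inside 5 SD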
#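 Material: MrgX1-expressing HEK293 cells; input: 15,000 cells per well; doses: test compound given as first of three sequential additions; schedule: overnight plating before 1 h dye loading; technique: Fluo-4 NW calcium-flux fluorescence, kinetic read; evaluation: baseline-normalised fluorescence change ratio, B-scored; control set: plate-wise positive and negative controls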
# MrgX1 PAM: human MrgX1 positive allosteric modulation, primary screen. Q96LB2. MrgX1-HEK293, Fluo-4 calcium flux, FDSS; active compounds read high. B-score at 10 µM. 310,000 tested, 0.63% active;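 active means plate-corrected calcium response at least 3 library SD above typical, normal starting fluorescence, not activating the receptor alone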;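 further: compound read alongside a low EC10 to EC30 dose of BAM8-22 agonist; peak minus trough fluorescence over baseline measured at the second addition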
# RGS4 block: inhibitors of human RGS4; P49798; HEK293 M3R/RGS4 inducible, Fluo-4 calcium flux; active compounds read high; triggered by carbachol at its EC20; B-score at 10 µM; 310,000 tested, 0.45% active;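 active means B-score, a plate-corrected calcium signal, over three deviations above library mean, with baseline fluorescence within five deviations of library mean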;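 further: RGS4 expression induced by doxycycline in cells with stable M3 receptor; B-score is computed from the integrated fluorescence ratio over baseline after carbachol; higher B-score means a larger calcium signal and so more RGS4 inhibition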
# Active calls of the source: *; i = inactive; . = not tested or not shown.
SMILES	TRPC4 act	TRPC6 act	ANO1 block	ANO1 activ	TRPC4 PAM	MrgX1 antag	TRPC4 block	TRPC6 inh	MrgX1 ag	MrgX1 PAM	RGS4 block
O=C(Nc1ccnc(-c2ccncc2)n1)c1cccs1	i	i	i	i	i	i	i	i	i	i	i
COC(=O)C(C)Sc1nc2ccsc2c(=O)n1Cc1ccccc1 (stereo not given)	i	i	i	i	i	i	i	i	i	i	i
COC(=O)c1sccc1NC(=O)CSc1ccccc1NS(=O)(=O)c1ccccc1Cl	i	i	i	i	i	i	i	i	i	i	i
COc1ccccc1NS(=O)(=O)c1ccc(C)c(C(=O)NCC2CCCO2)c1 (stereo not given)	i	i	i	i	i	i	i	i	i	i	i
COc1cc(NC(=O)c2ccc(F)cc2)c(OC)cc1NC(=O)CN1CCOCC1	i	i	i	i	i	i	i	i	i	i	i
COc1cc(/C=N\NC(=O)c2ccc(-c3ccccc3)cc2)ccc1OCC(N)=O	i	i	i	i	i	i	i	i	i	i	i
O=C(Nc1ccc(Cl)c(Cl)c1)N1N=CCC1c1ccccc1 (stereo not given)	i	i	.	i	i	.	i	i	.	.	i
CCSc1ccc([C@@H]2[C@H]3C(=O)N(CC)C(=O)[C@H]3[C@]3(C(=O)OC)CCCCN23)cc1	i	i	i	i	i	i	i	i	i	i	i
COc1ccc(C(C(=O)NC(C)(C)C)N(C(=O)CCC(=O)Nc2cc(C)on2)c2c(C)cccc2C)cc1 (stereo not given)	i	i	i	i	i	i	i	i	i	i	i
O=C1SCCC1NS(=O)(=O)c1ccccc1[N+](=O)[O-] (stereo not given)	i	i	i	i	i	i	i	i	i	i	i
COc1ccc(-c2nnc(NC(=O)c3cccs3)s2)c(OC)c1	i	i	i	i	i	i	i	i	i	i	i
Cn1c(C(=O)OC(C(=O)NCC2CCCO2)c2cccnc2)cc2sccc21 (stereo not given)	i	i	i	i	i	i	i	i	i	i	i
CC1CCN(c2ccccc2NC(=O)c2ccc(Br)o2)CC1	i	i	i	i	i	i	i	i	i	i	i
O=S(=O)(c1cnccc1N1CCN(/N=C/c2ccc(Cl)cc2)CC1)N1CCCCC1	i	i	i	i	i	i	i	i	i	i	i
O=C(CSCc1ccc(C(=O)O)cc1)Nc1ccc2ccccc2c1	i	i	i	i	i	i	i	i	i	i	i
COc1ccc(N(CC(=O)NC2CCCCC2)C(=O)CNC(=O)c2cccs2)cc1OC	i	i	i	i	i	i	i	i	i	i	i
O=C1CC(c2ccccc2)CN1C(=O)c1ccccc1 (stereo not given)	.	.	i	i	.	i	.	.	i	i	.
O=C(NCc1nc2ccccc2[nH]1)C1=C[C@H](C2CCCCC2)C[C@H](OCc2ccc(CO)cc2)O1	i	i	i	i	i	i	i	i	i	i	i
Clc1ccsc1-c1csc(-c2cccnc2)n1	i	i	i	i	i	i	i	i	i	i	i
CCCc1ccc2oc(C(=O)N3CCN(CC(=O)NC(C)C)CC3)c(C)c2c1	i	i	i	i	i	i	i	i	i	i	i
CNC(=O)COC(=O)[C@@H](Nc1ccc(S(=O)(=O)N2CCOCC2)cc1[N+](=O)[O-])C(C)C	i	i	i	i	i	i	i	i	i	i	i
CCOC(=O)c1cc2c(OC)ccc(OC)c2n1CC(=O)c1ccccc1	i	i	i	i	i	i	i	i	i	i	i
Cc1cc(C)c(-c2csc(NC(=O)c3cc([N+](=O)[O-])ccc3N3CCOCC3)n2)c(C)c1	i	i	i	i	i	i	i	i	i	i	i
O=C(O)c1cccc(-n2cccc2/C=C/[N+](=O)[O-])c1	i	i	i	i	i	i	i	i	i	i	i
COc1cc(C(=O)Nc2ccc(OCC(=O)O)cc2)cc(OC)c1OC	i	i	i	i	i	i	i	i	i	i	i
Cc1ccc(S(=O)(=O)N(C)C)cc1NC(=O)COC(=O)/C=C/c1ccc(F)cc1	i	i	i	i	i	i	i	i	i	i	i
Cc1ccc(-c2nc3ccccc3[nH]2)cc1NC(=O)c1ccc2c(c1)OCO2	i	i	i	i	i	i	i	i	i	i	i
NC(=O)c1ccc(OCC(F)(F)C(F)(F)C(F)(F)C(F)(F)C(F)(F)C(F)F)cc1	i	i	i	i	i	i	i	i	i	i	i
Fc1cccc(NC(=S)Nc2ccc(Br)cc2)c1	i	i	i	i	i	i	i	i	i	i	i
CCC(C)(C)NC(=O)C(c1ccccn1)N(C(=O)c1csnn1)C1CCCCC1 (stereo not given)	i	i	i	i	i	i	i	i	i	i	i
CN(C)CCNC(=O)Nc1ccc(Cl)c(Cl)c1	i	i	i	i	i	i	i	i	i	i	i
CCOc1cccc(-c2c(C(=O)N/N=C/c3ccc(Br)cc3)nnn2-c2nonc2N)c1	i	i	i	i	i	i	i	i	i	i	19*
Cc1cc(NC(=O)c2ccc(S(=O)(=O)N3CCc4ccccc43)cc2)no1	i	i	i	i	i	i	i	i	i	i	i
CC1C(=O)C(C)C(c2ccc(Br)cc2)NC1c1ccc(Br)cc1 (stereo not given)	i	i	i	i	i	i	i	i	i	i	i
COc1ccc(-c2nn(-c3ccccc3)cc2/C=C(\CC(=O)O)c2nc3ccccc3s2)cc1OC	i	i	i	i	i	i	i	i	i	i	6.2*
Cc1sc2ncnc(NCC(O)c3ccccc3)c2c1C (stereo not given)	i	i	i	i	i	i	i	i	i	i	i
Cc1cccc(N2C(=O)N3[C@H](c4ccc(F)cc4)[C@@H]4C(=O)N(C5CCCCC5)C(=O)[C@@H]4[C@]3(Cc3ccccc3)C2=O)c1	i	i	i	i	i	i	i	i	i	i	i
O=C(NCCN1CCOCC1)c1ccc2c(c1)N(Cc1ccccc1)CCS2	i	i	i	i	i	i	i	i	i	i	i
CC(=O)CC(C)(C)S(=O)(=O)c1ccc(NC(C)=O)cc1	i	i	i	i	i	i	i	i	i	i	i
COc1ccc(NC(=O)CSc2nc3cccnc3n2C)cc1	i	i	i	i	i	i	i	i	i	i	i
CC1(C)CC(=O)C2=C(C1)Nc1ccccc1NC2c1ccc([N+](=O)[O-])cc1 (stereo not given)	i	i	i	i	i	i	i	i	i	i	i
COc1cccc(NC(=O)COc2ccc(S(=O)(=O)NC(C)C)cc2)c1	.	.	i	i	.	i	.	.	i	i	.
O=C(O)CCC(=O)Nc1ccccc1C(=O)NCc1ccccc1	i	i	i	i	i	i	i	i	i	i	i
Cc1cc(NS(=O)(=O)c2ccc(NC(=O)C(C)Oc3ccccc3Cl)cc2)no1 (stereo not given)	i	i	i	i	i	i	i	i	i	i	i
COc1ccc(CCN(C(=O)C(F)(F)F)C(C(=O)NC2CCCC2)c2cccs2)cc1OC (stereo not given)	i	i	i	i	i	i	i	i	i	i	i
CCN(CC)CCNC(=O)C1(O)c2cc(Br)ccc2NC(=O)N1c1cccc(OC)c1 (stereo not given)	i	i	i	i	i	i	i	i	i	i	i
Cc1cc(/C=C2\SC(=S)NC2=O)c(C)n1-c1ccc(O)cc1	i	27*	i	i	i	i	i	i	43*	i	i
COc1ccc(CCNC(=O)CSC(=O)c2ccccc2)cc1OC	i	i	i	i	i	i	i	i	i	i	i
COc1ccc(-c2nn(CCC(=O)O)cc2CCC(=O)O)cc1	i	i	i	i	i	i	i	i	i	i	i
c1ccc2c(c1)OCC(c1csc3ncnc(N4CCCC4)c13)O2 (stereo not given)	i	i	25*	i	i	i	i	i	i	i	i

# Next entries
SMILES	TRPC4 act	TRPC6 act	ANO1 block	ANO1 activ	TRPC4 PAM	MrgX1 antag	TRPC4 block	TRPC6 inh	MrgX1 ag	MrgX1 PAM	RGS4 block
CCOC(=O)c1cc(-c2ccc(/C=C3/C(=O)N(c4ccc(C(=O)O)cc4)N=C3C)o2)ccc1Cl	i	i	i	i	i	i	i	i	i	i	i
O=C(CN1CCN(c2ccc(O)cc2)CC1)Nc1cc(S(=O)(=O)N2CCOCC2)ccc1Cl	i	i	i	i	i	i	i	i	i	i	i
COc1ccc(/C=C2/CCc3ccccc3C2=O)cc1CN1CCOCC1	i	i	i	i	i	i	i	i	i	i	i
CC1(C)SC(=S)N(/N=C/c2cccnc2)C1N(O)C(=O)NC1CCCCC1 (stereo not given)	i	i	i	i	i	i	i	i	i	i	i
CCC1=NN2C(=N)/C(=C\c3cccn3-c3ccc(Br)cc3)C(=O)N=C2S1	i	i	.	i	i	.	i	i	.	.	i
Cc1ccc(NC(=O)CO/N=C(\N)c2nonc2N)cc1	i	i	i	i	i	i	i	i	i	i	i
C=CCn1c(C(CCCC)CC(C)O)n[nH]c1=S (stereo not given)	i	i	i	i	i	i	i	i	i	i	i
COc1ccc(C)cc1S(=O)(=O)NCCC1=CCCCC1	i	i	i	i	i	i	.	i	i	i	i
Cc1ccc(NC(=O)COC(=O)C2CC2)c(Br)c1	i	i	i	i	i	i	i	i	i	i	i
CC1CC1C(=O)OCC(=O)NCc1ccc(Cl)cc1Cl (stereo not given)	i	i	i	i	i	i	i	i	i	i	i
O=C(Nc1ccc2[nH]c3c(c2c1)CCCC3)c1ccco1	i	i	i	i	i	i	i	i	i	i	i
COc1cc(/C=N/NC(=O)c2ccc(Cn3cc([N+](=O)[O-])cn3)o2)cc(Br)c1O	i	i	i	i	i	i	i	i	i	i	i
CC(C(=O)NCC1CCCCC1)N1CCN(S(=O)(=O)/C=C/c2ccccc2)CC1 (stereo not given)	i	i	i	i	i	i	i	i	i	i	i
Cc1ccc(S(=O)(=O)Nc2nc3ccccc3nc2NCC2CCCO2)c(C)c1 (stereo not given)	i	14*	i	i	i	i	i	i	i	i	i
CC(=O)C1=C(O)C(=O)N(CCN2CCOCC2)C1c1ccccc1 (stereo not given)	i	i	i	i	i	i	i	i	i	i	i
NC(=NCCc1ccc(Cl)cc1)NS(=O)(=O)c1ccccc1	i	i	i	i	i	i	i	i	i	i	i
